# RBX1-CUL1 inh = inhibitors of human ROC1-CUL1 ubiquitin ligase activity. E3 ubiquitin-protein ligase RBX1 (Homo sapiens) + Cullin-1 (Homo sapiens), P62877+Q13616. in vitro K48 di-Ub FRET, acceptor:donor ratio, 45 min. inhibition, % at 10 µM. 140,000 compounds, 0.6% hits. AID 1347404, 2020; in the data active = inhibition above about 25%
# Target sequence (P62877 whole entry, looked up): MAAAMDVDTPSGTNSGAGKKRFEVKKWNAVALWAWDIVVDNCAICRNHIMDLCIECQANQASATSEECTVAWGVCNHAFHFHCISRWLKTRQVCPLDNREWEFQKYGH
# Target sequence (Q13616 whole entry, looked up): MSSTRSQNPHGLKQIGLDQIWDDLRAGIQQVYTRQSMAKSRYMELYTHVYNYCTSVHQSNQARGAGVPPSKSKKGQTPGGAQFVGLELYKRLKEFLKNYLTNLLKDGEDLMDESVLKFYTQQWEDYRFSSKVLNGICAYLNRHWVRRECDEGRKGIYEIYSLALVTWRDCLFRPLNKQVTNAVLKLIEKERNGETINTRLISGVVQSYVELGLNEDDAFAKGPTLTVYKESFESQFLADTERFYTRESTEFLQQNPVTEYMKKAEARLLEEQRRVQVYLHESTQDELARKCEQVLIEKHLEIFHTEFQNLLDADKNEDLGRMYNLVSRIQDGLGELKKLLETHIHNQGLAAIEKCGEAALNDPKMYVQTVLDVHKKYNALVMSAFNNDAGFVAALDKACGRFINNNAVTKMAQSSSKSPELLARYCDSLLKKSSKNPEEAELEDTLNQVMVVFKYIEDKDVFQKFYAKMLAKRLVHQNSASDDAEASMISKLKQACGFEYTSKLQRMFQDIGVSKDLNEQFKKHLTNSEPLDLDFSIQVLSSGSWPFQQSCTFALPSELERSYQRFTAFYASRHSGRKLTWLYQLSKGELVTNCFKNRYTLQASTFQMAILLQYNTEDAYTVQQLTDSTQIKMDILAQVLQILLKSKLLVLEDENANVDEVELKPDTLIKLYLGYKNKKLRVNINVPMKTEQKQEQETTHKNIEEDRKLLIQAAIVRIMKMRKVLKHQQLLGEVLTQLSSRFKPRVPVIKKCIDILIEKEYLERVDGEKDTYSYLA
# An asterisk follows results filed as active; & = joins results of further samples.
Structure,RBX1-CUL1 inh
N#CCSc1nsc2sc(C#N)c(N)c12,7
COc1cccc2cc(C(=O)Nc3ccc(NC(C)=O)cc3)c(=O)oc12,7
Cc1ccc2cc3cc(C(=O)N4CCN(c5cccc(C(F)(F)F)c5)CC4)sc3nc2c1,-4
CC(C)Oc1ccc(-c2cc(C(=O)N3N=C(C(F)F)CC3(O)C(F)F)c3ccccc3n2)cc1 (configuration not stated),-1
COCCNC(=O)CCCn1c(SCC(=O)c2ccc(Br)cc2)nc2c(sc3ccccc32)c1=O,-1
COCCN1Cc2cccc(C(=O)Nc3ccc(C)c(F)c3)c2C1=O,-6
Cn1c(=O)c2c(nc(NCc3ccco3)n2Cc2ccccc2Br)n(C)c1=O,9
COc1ccc(C(=O)c2coc3cc([N+](=O)[O-])c(O)c([N+](=O)[O-])c23)cc1,-7
COc1cc(OC)c2c(c1)nc(-c1ccccc1)n2C,-7
Cc1nn(CCCC(=O)NCc2ccccc2)c(=O)c2nn(-c3ccccc3)c(C)c12,-2
O=C(CSc1ccc(Cl)cc1)Nc1nnc(Cc2ccccc2)s1,-4
COC(=O)c1nnn(CC(=O)Nc2cc(F)ccc2F)c1C(=O)OC,6
COc1cc(C(=O)NCC(c2ccc3c(c2)OCO3)N2CCN(C)CC2)cc(OC)c1OC (configuration not stated),3
COc1ccc(CCNC(=O)CCc2ccccc2)cc1OC,5
O=C(Cc1ccccc1)Nc1nnc(-c2cccs2)s1,3

# Looked up one by one from the list above (2):
Structure,RBX1-CUL1 inh
COc1cc(OC)c2c(c1)nc(-c1ccccc1)n2C,-7
COc1cccc2cc(C(=O)Nc3ccc(NC(C)=O)cc3)c(=O)oc12,7

# Continuation.
Structure,RBX1-CUL1 inh
C=CCn1c(SCC(=O)Nc2ccc(C)cc2C)nc2sc3c(c2c1=O)CCC3,1
O=C(NCc1ccc(F)cc1)C1(c2cccs2)CCOCC1,-2
Cc1cc(C(=O)Nc2ccc3oc(-c4cccc(Cl)c4)nc3c2)ccc1[N+](=O)[O-],7
O=C(/C=C/c1ccc2c(c1)OCO2)Nc1ccc(OCc2ccccc2)cc1,-2
CCC(=Nc1ccc(OC)cc1)C1C(=O)N(c2nc3ccccc3s2)N=C1C(F)(F)F (configuration not stated),-3
CSc1cccc(NC(=O)C(c2ccccc2)c2ccccc2)c1,0
CCOC(=O)c1c(C)[nH]c(CCC(=O)Nc2ccccc2OCC)c1C,0
CSc1ccsc1/C(C)=N\O,3
O=C(CC=Nc1ccc([N+](=O)[O-])cc1)c1cccnc1,-3
O=C(CSc1ccccc1)N1CCn2c3c(c4cc(C5CCCCC5)ccc42)CCCC31 (configuration not stated),2
COc1cc(OC)c(NC(=O)C2CCCCC2)cc1Cl,-4
CC(=O)Nc1ccc(N=C2CC(=NS(=O)(=O)c3cc(C)c(C)cc3C)c3ccccc3C2=O)cc1,-8
CCN(CC)CC(C)OC(=O)c1ccc(OC)c(OC)c1 (configuration not stated),1
CCOC(=O)c1cc2[nH]cnc2cc1NC(C)=O,5
COc1ccc(C(=O)Cn2c(NCCO)nc3ccccc32)cc1OC,-2
Cc1ccc(Cl)cc1NC(=O)CCS(=O)(=O)c1ccc(Br)s1,-7
CCOc1ccccc1C(=O)Nc1cccc(-c2nc3ccccc3s2)c1,-7
O=c1c2c3c(sc2nnn1Cc1ccc(Br)cc1)CCCC3,-5&1
Cc1ccc2nc(CSc3nnc(NC(=O)c4cccc(Br)c4)s3)cc(=O)n2c1,-9
O=C(CCc1ccccc1)NN1c2ccccc2CCc2ccccc21,4
O=C(c1ccc(N2CCSCC2)nc1)N1CCCCC1CCn1cccn1 (configuration not stated),-5
CCc1ocnc1C(=O)N1CCc2[nH]nc(CCC3CCCCC3)c2C1,6
O=C1N=C(Cc2ccc(-c3cccc(F)c3)o2)C(=O)N1c1ccccc1,-2
CN(C(=O)c1ccccn1)C(Cc1ccccc1)C1CCN(C(=O)/C(F)=C/c2ccccc2)CC1 (configuration not stated),-3
CCOC(=O)C1(CCOC)CCN(C(=O)c2ccc(NC(C)=O)cc2)CC1,7
O=c1/c(=C/c2ccccc2OCc2ccccc2Cl)sc2n1C(c1cccc(F)c1)C1=C(N=2)c2ccccc2CC1 (configuration not stated),3
Cc1cccc(-n2c(SCC(=O)N3CCOCC3)nnc2-c2ccncc2)c1,-3
Cc1cc(CN2CCC(C3CCN(c4ncccn4)CC3)C2)oc1C (configuration not stated),9
C=CCO[C@H]1[C@H](NC(=O)COC)c2ccccc2C12CCN(Cc1ccc(F)c(OC)c1)CC2,7
O=C(Nc1c(C(=O)NCCc2ccccc2)cnn1-c1ccccc1)c1ccccc1,8
CCN=C1c2ccccc2OC(=O)C1NC(=O)c1ccccc1OCC (configuration not stated),-6
COc1ccc(CC(=O)NCC2CCCN(C(=O)CSC)C2)cc1 (configuration not stated),-5
O=C(Cn1nnnc1CN1CCCCCC1)N1CC[C@@H](O)C1,-8
O=C(/C=C\c1ccco1)Nc1ccc(-c2nnc(-c3ccco3)o2)cc1,6
Cc1cc(C)n(-c2ccc(C(=O)Nc3ccccc3)cc2)n1,3
O=C(Nc1sc2c(c1C(=O)N1CCCCC1)CCCC2)C1CCC1,-14
COc1cccc(N2CCN(C(=O)c3ccc(Cn4c(=O)[nH]c5cc(OC)c(OC)cc5c4=O)cc3)CC2)c1,12
CCN(CC)C(=O)CSc1nc2ccc(NC(=O)CSc3nncn3C)cc2s1,-8
COc1ccc(-c2n[nH]c(C(=O)N/N=C/c3c(C)[nH]c4ccccc34)c2C)cc1,-14
COc1ccc(OC)c(NC(=O)Cn2cc(C(=O)c3ccc(Cl)cc3)c(=O)c3cc(OC)ccc32)c1,-3
CCc1c(C(=O)N2CCN(S(=O)(=O)c3cccs3)CC2)csc1C,-1
CNc1nc(N)c(C(=O)C23CC4CC(CC(C4)C2)C3)s1,-5
O=C1NN(c2ccc(Cl)c(Cl)c2)C(=O)/C1=C/c1cccc([N+](=O)[O-])c1,9
COc1cc(/C=C2\C(=O)NN(c3ccc(Br)cc3)C2=O)cc(Br)c1O,4
CCc1ccc(NS(=O)(=O)c2ccc3c(c2)C(=O)C(C(=O)NCCc2cccc(C)c2)C=N3)cc1 (configuration not stated),3

# (more compounds)
Molecule,RBX1-CUL1 inh
O=c1nc2n(c3ccc(Br)cc13)CCS2,1
O=C(Nc1ccc(O)c(-c2nc3ccccc3o2)c1)c1cccs1,12
O=C(NCCN1CCCCC1)c1ccccn1,0
O=C(NCCCc1ccccc1)C1CCCCC1,-1
CCc1ccc(NC(=O)Cn2ncn3c(cc4ccccc43)c2=O)cc1,-5
COc1ccc(CNC(=O)c2csc3c2CCCC3)cc1,-3
Cc1ccc(CCCNC(=O)c2cc(CN3CCOCC3)on2)cc1,6
O=C(Cn1ccnc1)N1CCCC(CCc2c(F)cccc2F)C1 (configuration not stated),4
O=C(CC(c1ccccc1)c1cccc(Cl)c1)NCc1ncc[nH]1 (configuration not stated),3
Cc1cccc(N2CCN(C(=O)Cn3nc(C)c4sc5ccccc5c4c3=O)CC2C)c1 (configuration not stated),-9
COc1ccc(Cl)cc1NC(=O)Cn1nnc(C(=O)NCc2ccc3c(c2)OCO3)c1N,3
COc1ccc(NC(=O)CC2Nc3cccc4cccc(c34)NC2=O)cc1 (configuration not stated),9
COc1ccccc1NC(=O)c1cnoc1C,0
COc1cccc(CNc2nccn(-c3ccc(OC)c(OC)c3)c2=O)c1,3
CCC(CC)C(=O)N1CCc2cc(OC)c(OC)cc2C1COc1ccc2c(C)cc(=O)oc2c1 (configuration not stated),-9
Cc1cccn2c(=O)cc(COc3cccc(NC(=O)c4cccc(Cl)c4)c3)nc12,-4
O=C(NC1CCCCCC1)C1CCN(C(=O)c2ccccc2F)CC1,6
COc1cc(/C=C2\C(=O)NN(c3ccccc3)C2=O)cc(Br)c1OCCCOc1ccc(C)cc1,11
CCc1ccc(-c2cc3c(N4CCN(c5ccccc5)CC4)nccn3n2)cc1,-3
Cc1ccccc1Nc1nn2c(=O)c3ccc(C(=O)NCCc4ccc(Cl)cc4)cc3nc2s1,0
Cc1ccc(C)c(Cn2c(=O)n(CCc3ccccc3)c(=O)c3c(C)c(C)sc32)c1,-2
COC(=O)/C=C/c1ccsc1NC(C)=O,-4
COc1ccc(-c2cnc(C)o2)cc1S(=O)(=O)Nc1cccc(C(F)(F)F)c1,0
Cc1cc(Cl)ccc1OC(C)C(=O)N1CCCN(C(=O)C(C)Oc2ccc(Cl)cc2C)CC1 (configuration not stated),2
O=C(NC1CCCN(CC2CCCCC2)C1)c1ccccc1-c1ncc[nH]1 (configuration not stated),-8
COc1ccc(-c2nc(CSc3nnc(C)n4c3cc3sccc34)c(C)o2)cc1,3
Cc1ccc(C(=O)c2ccccc2O)c(=O)[nH]1,-2
Cc1cc(C)cc(Nc2nc3ccccc3nc2-n2nc(C)cc2C)c1,14
COc1ccc(CNC(=O)Cc2c(C)c3ccc(O)cc3oc2=O)cc1,0
COc1cc(CC2(CCC(=O)NCc3cc4cc(F)ccc4[nH]3)CCC(=O)N2)ccc1F (configuration not stated),-12
CCOC(=O)Cn1cc(/C=C2\Sc3ccccc3C2=O)c2ccccc21,5
CC1Cc2cc(S(=O)(=O)CCC(=O)NCc3ccccc3Cl)ccc2N1C(=O)C1CC1 (configuration not stated),-5
Cc1ccc(-n2c(C)cn(C(=O)c3ccccc3)c2=S)cc1,-2
Nc1ncnc2nc(SCc3ccc(Cl)cc3Cl)[nH]c12,2
Cc1ccc2oc(-c3ccc(NC(=O)CCC(=O)O)cc3)nc2c1,-2
COc1ccc2c(c1)C(=O)C(C#N)C(C(F)(F)F)=N2 (configuration not stated),2
Cc1cccc(NC(=O)c2sc3nc(N)c(C#N)cc3c2N)c1,16
OCCN(CCO)CCOc1ccncc1,5
O=C(CCc1ccco1)N1CCC(C2CCN(Cc3cccc(F)c3F)CC2)C1 (configuration not stated),-4
CCOC(=O)N1CCN(C(=O)CN(c2cccc(C(F)(F)F)c2)S(=O)(=O)c2ccc(C)cc2)CC1,-8
CN(Cc1ccccc1)C1(C(=O)N2CCNC(=O)C2)Cc2ccccc2C1,0
CC(C)Oc1ccccc1NC(=O)Nc1ccccc1,12
Cc1ccc(NC(=O)CC2C=CS(=O)(=O)C2)cc1C (configuration not stated),-3
CCOc1cc2c(cc1/C=C1/SC(=Nc3ccccc3)N(CC3CCCO3)C1=O)OCO2 (configuration not stated),-2
CCc1ccccc1N(C)C(=O)c1ccc2c(=O)n3c(nc2c1)CCCCC3,2
Cc1ccc(C2=N/C(=C\c3ccc(OC(=O)c4ccccc4)cc3)C(=O)O2)cc1,1
Cn1c(=N)n(CC(=O)c2cccs2)c2ccccc21,10
O=C1Nc2c(ccc(Cl)c2Cl)C(=O)C1(Br)c1ccccc1 (configuration not stated),7
Cc1ccc2c(c1)c(=O)c1ccccc1n2CCCC(=O)Nc1c(F)cccc1F,-6
O=C(c1ncc[nH]1)N1CCc2[nH]nc(-c3cc(F)c(Cl)cc3Cl)c2C1,9

# Further entries:
Molecule,RBX1-CUL1 inh
Cc1cccc(C(=O)NC(=S)Nc2ccc(Oc3ccccc3)cc2)c1,-4
Cc1cnc(C(=O)NC2CC(=O)N(CC3CCCCC3)C2)cn1 (configuration not stated),3
CC#CC1(OS(=O)(=O)c2ccc(C)cc2)CCC(c2ccccc2)CC1 (configuration not stated),-11
CN1CCN(C(=O)CSc2nc3ccc(N4C(=O)c5ccccc5C4=O)cc3s2)CC1,16
O=C(c1cc(Br)cs1)N1CCN(c2ccccc2)CC1,4
CCN(Cc1ccncc1)C1CCCN(C(=O)Nc2ccc3c(c2)OCO3)C1 (configuration not stated),-2
COc1cccc(N2CCN(S(=O)(=O)c3ccc4c(c3)CCCN4C(C)=O)CC2)c1,5
CCOC(=O)c1ccc(N2C(=O)C(CC(=O)Nc3ccc(OC)cc3)N(NC(=O)c3cccc(F)c3)C2=S)cc1 (configuration not stated),7
CCc1ccc(S(=O)(=O)Nc2cc3c(cc2C)n(C)c(=O)c(=O)n3C)cc1,3
CCc1cccc(C)c1NC(=O)C(CC)n1ncn2c(cc3cc(C)ccc32)c1=O (configuration not stated),4
COC(=O)c1cc(C(=O)Nc2nccs2)cc([N+](=O)[O-])c1,-2
O=C(c1c(F)cccc1F)N1CCOCC1,-1
CC(C)c1n[nH]c2c1CN(C(=O)CCc1nc(-c3ccco3)no1)CC2,4
Cn1c(-n2cccc2)c(-c2c(-c3ccccc3)[nH]c3c2c(=O)n(C)c(=O)n3C)c(=O)n(C)c1=O,1
Cc1c(-c2nc(-c3ccccc3)no2)nnn1-c1ccc(F)c(Cl)c1,-8
CO/C(C)=C(/c1cccnc1)C1NC(C(=O)O)c2ccccc2N=C1[N+](=O)[O-] (configuration not stated),6
COc1cccc(CNC(=O)C2CCN(c3nc4ccc(Cl)cc4[nH]3)CC2)c1,0
Cc1ccc2nc3sc(C(=O)Nc4ccccc4Cl)c(N)c3cc2c1,-2

# Of the compounds above, these contain an NH in an aromatic ring.
Molecule,RBX1-CUL1 inh
CCOC(=O)c1c(C)[nH]c(CCC(=O)Nc2ccccc2OCC)c1C,0
CCOC(=O)c1cc2[nH]cnc2cc1NC(C)=O,5
CCc1ocnc1C(=O)N1CCc2[nH]nc(CCC3CCCCC3)c2C1,6
COc1cccc(N2CCN(C(=O)c3ccc(Cn4c(=O)[nH]c5cc(OC)c(OC)cc5c4=O)cc3)CC2)c1,12
COc1ccc(-c2n[nH]c(C(=O)N/N=C/c3c(C)[nH]c4ccccc34)c2C)cc1,-14
O=C(CC(c1ccccc1)c1cccc(Cl)c1)NCc1ncc[nH]1 (configuration not stated),3
O=C(NC1CCCN(CC2CCCCC2)C1)c1ccccc1-c1ncc[nH]1 (configuration not stated),-8
Cc1ccc(C(=O)c2ccccc2O)c(=O)[nH]1,-2
COc1cc(CC2(CCC(=O)NCc3cc4cc(F)ccc4[nH]3)CCC(=O)N2)ccc1F (configuration not stated),-12
Nc1ncnc2nc(SCc3ccc(Cl)cc3Cl)[nH]c12,2
O=C(c1ncc[nH]1)N1CCc2[nH]nc(-c3cc(F)c(Cl)cc3Cl)c2C1,9
CC(C)c1n[nH]c2c1CN(C(=O)CCc1nc(-c3ccco3)no1)CC2,4
Cn1c(-n2cccc2)c(-c2c(-c3ccccc3)[nH]c3c2c(=O)n(C)c(=O)n3C)c(=O)n(C)c1=O,1
COc1cccc(CNC(=O)C2CCN(c3nc4ccc(Cl)cc4[nH]3)CC2)c1,0

# Assay outcomes (PubChem BioAssay)

# This is a subset; count on the stated rates, not on these rows.
